Screening data from PubChem BioAssay.
PGC1a acetyl inh – PGC1a acetylation modulation, inhibitor mode | AID 651687 | inhibition, % at 15.6 µM | U2OS PGC1a acetylation, AlphaScreen anti-acetyl-lysine; with virally co-expressed GCN5 acetyltransferase | 350,000 compounds, 0.17% hits;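 active = every replicate shows inhibition of at least 40%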;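 note: 0% = neutral control wells and 100% = positive control wells; some results beyond the cut were filed as inactive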
SIRT5 inh – blocks human SIRT5 desuccinylation of peptide; Q9NXA8; Purified SirT5, succinyl-peptide AMC, trypsin-coupled fluorescence; inhibition, % at 15 µM; 330,000 compounds, 1.1% hits; AID 652115; in the data active = inhibition above about 15%
Cneo AK release – Cryptococcus neoformans lysis via adenylate kinase release. C. neoformans lysis, adenylate kinase release luminescence, 4 h; normalised: neutral wells 0, clomiphene wells 100. lysis activity, % at 15 µM. 360,000 compounds, 0.2% hits;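 active = mean lysis activity across replicates of at least 80%, whatever share of replicates individually reach that level; inactive = mean lysis activity below 80%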
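Test system: log-phase Cryptococcus neoformans yeast cells; Quantity: yeast cell density of 5 × 10^6 cells/mL; Buffer or medium: YPD; Doses: single compound concentration per well; Timing: 4 h at 37 °C static, read 1 h later; Measured by: AK luminescence; Read-out basis: lysis from increased AK signal; Control set: Clomiphene as positive control.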
S100A4 inh HTS – blocks human S100A4 binding to myosin IIA peptide; P26447; S100A4/TAMRA-MyoIIA peptide fluorescence polarization; inhibition, % at 10.7 µM; 360,000 compounds, 0.14% hits; AID 652163;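 active = mean inhibition of at least 70% across replicates, with every replicate also reaching that level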
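Material: S100A4 monomer (human). Medium: Calcium-containing HEPES buffer, pH 7.2. Probe or stimulus: labelled myosin peptide probe, 5 nM. Compound dosing: one concentration per compound. Timing: polarization read 5 min after assay mix addition, stable 5–60 min. Benchmarks: DMSO as neutral control, TFP as positive control.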
LGR2 antag – Drosophila LGR2 receptor signaling inhibition | HEK293 LGR2, CRE-luciferase, bursicon-stimulated, 4 h | inhibition, % at 9.99 µM | 380,000 compounds, 0.35% hits | AID 720647;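 active = drop in luminescence signal, shown as inhibition above about 50% in the replicate tests, limit read from the data, passing the limit was not always enough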;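 note: agonist challenge used bursicon conditioned medium at about half maximal strength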
Xi reactivation – reactivates the inactive X chromosome in mouse fibroblasts; XiGFP mouse fibroblasts, % GFP-positive cells imaging, 3 d; cells co-treated with 5-aza-dC sensitizer; scaled so ellipticine positive control = 100%; activation, % at 7.58 µM; 360,000 compounds, 0.055% hits; AID 743238;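 active = mean normalized replicate activation at least 10% and every replicate at or above 10%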;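 note: 0% = median of on-plate neutral control wells and 100% = ellipticine 6 µM median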
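Material: XiGFP fibroblasts, SV40-immortalized. Buffer or medium: DMEM plus 5-aza-dC sensitizer. Compound: single concentration per compound, delivered by pin transfer. Times: 3 days compound exposure. Controls: ellipticine 6 µM.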
ERAP1 HTS inh – blocks human ERAP1 aminopeptidase activity; Q9NZ08; recombinant ERAP1, Leu-AMC fluorescence, 60 min; inhibition, % at 10.7 µM; 340,000 compounds, 0.15% hits;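 active = mean replicate inhibition of at least 30%, or all replicates individually reaching that 30% level; inactive = mean below 30% and not every replicate reaching it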;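 note: 0% = neutral control wells and 100% = L-leucinethiol positive control wells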
Target sequence (Q9NZ08 whole entry, looked up): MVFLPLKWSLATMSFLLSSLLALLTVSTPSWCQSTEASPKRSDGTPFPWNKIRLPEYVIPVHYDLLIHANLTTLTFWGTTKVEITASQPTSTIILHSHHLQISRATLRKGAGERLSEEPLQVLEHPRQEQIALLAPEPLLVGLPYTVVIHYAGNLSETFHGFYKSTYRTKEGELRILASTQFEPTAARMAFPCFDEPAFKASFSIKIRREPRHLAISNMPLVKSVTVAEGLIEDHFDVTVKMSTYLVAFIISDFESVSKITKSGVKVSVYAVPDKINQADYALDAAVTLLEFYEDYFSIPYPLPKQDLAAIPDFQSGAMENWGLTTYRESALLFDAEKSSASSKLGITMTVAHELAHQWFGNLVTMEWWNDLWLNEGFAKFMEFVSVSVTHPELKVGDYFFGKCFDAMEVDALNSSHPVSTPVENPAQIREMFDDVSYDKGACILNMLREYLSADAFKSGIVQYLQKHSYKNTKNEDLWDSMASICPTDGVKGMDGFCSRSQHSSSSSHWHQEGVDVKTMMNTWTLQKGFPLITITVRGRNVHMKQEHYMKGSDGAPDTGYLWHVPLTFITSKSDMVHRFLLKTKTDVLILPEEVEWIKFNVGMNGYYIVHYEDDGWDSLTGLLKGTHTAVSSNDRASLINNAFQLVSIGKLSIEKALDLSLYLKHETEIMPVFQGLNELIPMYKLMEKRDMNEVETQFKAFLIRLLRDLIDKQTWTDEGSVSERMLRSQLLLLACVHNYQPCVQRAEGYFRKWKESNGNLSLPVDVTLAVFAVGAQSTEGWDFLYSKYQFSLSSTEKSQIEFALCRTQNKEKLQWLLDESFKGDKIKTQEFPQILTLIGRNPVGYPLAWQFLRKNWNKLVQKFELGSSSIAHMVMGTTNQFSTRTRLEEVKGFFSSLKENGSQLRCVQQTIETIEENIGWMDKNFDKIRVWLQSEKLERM
Statin myotox sup – protects C2C12 myotubes from simvastatin toxicity | 330,000 compounds, 0.78% hits | rescue of ATP level, % at 7.49 µM | AID 602340 | ATP luminescence, 48 h; scaled: DMSO 0, geranylgeraniol control 100;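 active = mean ATP rescue above about 67%, or every replicate alone reaching that limit, limit read from the data, passing the limit was not always enough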;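 note: myotubes were challenged with 10 µM simvastatin during compound exposure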
Numbers without * were called inactive; x = no result given.

structure	PGC1a acetyl inh	SIRT5 inh	Cneo AK release	S100A4 inh HTS	LGR2 antag	Xi reactivation	ERAP1 HTS inh	Statin myotox sup
CN(C(=O)C1CCCN1S(=O)(=O)c1ccc(Cl)cc1)c1ccccc1 (centres undefined)	1	-2	0	4	-10	-0.1	-1	2
CCc1ccc(OCCNc2cc(N3CCNC(C)C3)ccc2[N+](=O)[O-])cc1 (centres undefined)	x	0	1	-6	-20	-0.7	1	-7
Cc1cc(C)c(NC(=O)c2oc3ccccc3c2COc2ccccc2)c(C)c1	x	-3	x	-3	2	-0.1	-1	x
CCOc1ccc(Br)cc1S(=O)(=O)NCc1ccncc1	1	-6	x	0	-43	0.0	5	x
COC(=O)C(C)Sc1nc2c(cnn2-c2ccc(F)cc2)c(=O)[nH]1 (centres undefined)	-2	-2	-1	11	7	0.1	-4	14
COc1cc(C(=O)N2CCN(C(=O)c3cc(-c4ccccc4)n[nH]3)CC2)cc(OC)c1OC	13	-1	6	-2	3	0.0	-1	-1
O=C(Nc1ccc(Cl)c(Cl)c1)c1ccccc1NC(=O)C1CC=CCC1C(=O)O (centres undefined)	x	0	5	0	-81	0.3	-4	-4
CCCCNC(=O)Nc1nnc(SCC(=O)OCC)s1	x	-3	x	-3	10	0.2	-2	x
CCCS(=O)(=O)N1CCCC(C(=O)NCc2ccco2)C1 (centres undefined)	-4	x	3	x	4	x	x	-3
COC(=O)c1cc(C(=O)N2CCN(c3cccc(C)c3C)CC2)cc([N+](=O)[O-])c1	x	-2	x	-4	14	0.0	3	x
Cc1ccc(S(=O)(=O)N(C)CC(=O)N2CCCCCC2)cc1	-9	4	1	31	-2	0.0	-1	-7
Cc1ccc(C)c(-c2nn(-c3cc(N4CCN(CCO)CC4)ccc3[N+](=O)[O-])c(=O)c3ccccc23)c1	-8	-4	-1	4	27	x	2	35
Cc1ccccc1CNC(=O)C1CCC(=O)N(CC2CCCCC2)C1 (centres undefined)	-1	-1	0	-4	9	0.0	3	x
Cc1nn(CCC(=O)NNC(=S)Nc2ccc([N+](=O)[O-])cc2)c(C)c1[N+](=O)[O-]	x	2	x	2	-7	-0.1	3	x
O=C(CCCOc1ccc(Cl)cc1Cl)Nc1nnc(C2CC2)s1	-3	-3	-3	4	-2	0.0	-2	6
Cc1ccc(Nc2nc(N/N=C/c3c[nH]c4ccccc34)nc(N3CCOCC3)n2)cc1	x	-6	x	-3	x	0.0	2	x
CC(C)C[C@@H](CN1CCC[C@H]1CN1C(=O)C(=O)NC[C@@H]1Cc1ccc(O)cc1)N1C[C@H](Cc2ccccc2)N(CCc2ccccc2)C(=O)C1=O	x	3	x	-4	-4	0.1	1	x
O=C(OCC#CCSc1nnc(-c2cccc3ccccc23)o1)c1ccc2ccccc2c1	2	-1	4	-21	0	0.0	1	5
O=C(NCC(c1ccco1)N1CCCCC1)c1ccc(COc2ccc(Cl)cc2)cc1 (centres undefined)	-21	-2	7	-5	8	0.0	-2	20
COc1ccc(NC(=O)COC(=O)Cn2cnc3ccccc32)cc1	x	0	0	2	3	-0.1	-4	9

Molecules shown so far containing a Cl atom, in the order listed:
structure	PGC1a acetyl inh	SIRT5 inh	Cneo AK release	S100A4 inh HTS	LGR2 antag	Xi reactivation	ERAP1 HTS inh	Statin myotox sup
CN(C(=O)C1CCCN1S(=O)(=O)c1ccc(Cl)cc1)c1ccccc1 (centres undefined)	1	-2	0	4	-10	-0.1	-1	2
O=C(Nc1ccc(Cl)c(Cl)c1)c1ccccc1NC(=O)C1CC=CCC1C(=O)O (centres undefined)	x	0	5	0	-81	0.3	-4	-4
O=C(CCCOc1ccc(Cl)cc1Cl)Nc1nnc(C2CC2)s1	-3	-3	-3	4	-2	0.0	-2	6
O=C(NCC(c1ccco1)N1CCCCC1)c1ccc(COc2ccc(Cl)cc2)cc1 (centres undefined)	-21	-2	7	-5	8	0.0	-2	20

(further entries)
structure	PGC1a acetyl inh	SIRT5 inh	Cneo AK release	S100A4 inh HTS	LGR2 antag	Xi reactivation	ERAP1 HTS inh	Statin myotox sup
C[C@@H]1CN([C@H](C)CO)C(=O)c2cc(C3=CCCCC3)cnc2O[C@@H]1CN(C)C(=O)c1cccc(F)c1	0	-1	2	4	10	0.1	0	26
Cc1noc(C)c1NC(=O)N(C)C[C@@H]1Oc2ccc(NC(=O)NC(C)C)cc2C(=O)N([C@@H](C)CO)C[C@H]1C	1	-2	-1	-25	-12	-0.8	0	-26
C[C@@H]1CCCCO[C@H](CN(C)Cc2ccc(C(=O)O)cc2)[C@@H](C)CN([C@@H](C)CO)C(=O)c2cc(NS(=O)(=O)c3ccccc3)ccc2O1	20	x	3	x	-16	0.2	x	-2
Cc1cc(C)n(C(=O)CNC(=O)c2cccc(Br)c2)n1	-13	9	3	-2	2	0.0	-4	-4
Nc1ccc(S(=O)(=O)NC(Cc2ccccc2)C(=O)O)cc1 (centres undefined)	x	0	0	-14	22	0.1	-6	0
CCOC(=O)c1c(C)[nH]c(C(=O)COC(=O)Cn2cc(C(F)(F)F)ccc2=O)c1C	0	1	6	3	0	-0.1	2	2
Cc1cccc(NS(=O)(=O)c2ccc(C(=O)NCCCN3CCCC3=O)cc2)c1C	7	-2	x	0	3	1.0	2	12
COc1ccc2oc(=O)c(C(=O)N3CCCc4ccccc43)cc2c1	1	x	3	x	-8	x	x	27
O=C(Cn1nnc(-c2ccc(Cl)cc2)n1)NCC1CCCCC1	-4	-14	5	1	15	x	2	-3
COc1ccc(CN2C(=O)c3ccccc3C2=O)cc1C(=O)N(C)CC(=O)Nc1ccc(C)cc1	-3	x	12	-5	x	0.3	2	4
Cc1ccc(S(=O)(=O)N2CCOCC2)cc1C(=O)NCC1CCCCC1	-1	-3	0	0	13	0.0	0	5
C[C@H]1CN([C@@H](C)CO)C(=O)c2cc(-c3cccc(F)c3)cnc2O[C@@H]1CN(C)C	4	-1	0	-20	-10	-0.2	2	8
O=C(Nc1ccc2c(c1)OCCO2)c1cccc(Cl)c1Cl	8	-1	-6	1	x	0.2	-1	-2
CCOc1ccc(CNC(=O)CCSCc2ccccc2F)cc1OC	-1	-10	x	-1	-7	0.0	1	x
Cc1cc(C(=O)Nc2cccc3c2O[C@@H](CN(C)C(=O)Nc2ccc(F)cc2)[C@@H](C)CN([C@@H](C)CO)C3=O)n(C)n1	5	-1	-1	-3	3	0.1	1	9
CN1C(=O)c2cccc(NCCCN3C(=O)c4ccccc4C3=O)c2C1=O	9	-1	2	-2	8	x	3	-7
Cc1noc(NS(=O)(=O)c2ccc(NC(=O)c3cc(S(=O)(=O)Nc4ccc(F)cc4)ccc3Cl)cc2)c1C	x	1	2	0	5	0.0	-13	1
O=C(CNC(=S)N(CCCN1CCOCC1)Cc1cccs1)NCc1ccccc1	5	-1	8	-10	19	0.0	-2	-1
CCc1sc(N2[C@H](C#N)[C@H](c3ccccc3-c3cccc(C)c3)[C@H]2CO)nc1C	0	3	x	15	9	0.2	4	x
CC(C)CNC(=S)N1CCN(c2nc(-c3ccc(Cl)cc3)cs2)CC1	-19	-1	-1	-10	8	0.0	-1	-2

Overlap with the part before: two compounds, followed by the next part.
smiles | PGC1a acetyl inh | SIRT5 inh | Cneo AK release | S100A4 inh HTS | LGR2 antag | Xi reactivation | ERAP1 HTS inh | Statin myotox sup
CCc1sc(N2[C@H](C#N)[C@H](c3ccccc3-c3cccc(C)c3)[C@H]2CO)nc1C | 0 | 3 | x | 15 | 9 | 0.2 | 4 | x
CC(C)CNC(=S)N1CCN(c2nc(-c3ccc(Cl)cc3)cs2)CC1 | -19 | -1 | -1 | -10 | 8 | 0.0 | -1 | -2
Cc1nc2cc(NC(=O)NCCCO)ccc2o1 | 2 | -1 | 0 | 4 | -6 | -0.1 | -1 | -5
O=C(Cc1cccnc1)N1CC(=O)N2[C@H](CO)[C@@H](c3ccc(C4=CCCC4)cc3)[C@H]2C1 | -2 | 1 | x | -1 | 5 | -0.1 | -1 | x
CSc1ccc(Cl)c(C(=O)OCC(=O)N(C)CCC#N)c1 | x | 0 | x | -3 | -11 | 0.2 | -4 | x
COc1ccccc1NC(=O)N1C[C@@H](O)COC[C@@H]2O[C@@H](CC(=O)NCCc3ccncc3)CC[C@H]21 | -4 | 0 | 3 | -1 | -2 | 0.3 | -2 | 9
O=C(Cn1c(=O)n(Cc2ccco2)c(=O)c2c3c(sc21)CCCCC3)c1ccccc1 | 2 | -1 | -2 | -4 | -28 | x | 4 | -31
CCOC(=O)c1c(C)[nH]c(C(=O)COC(=O)c2c(CC)noc2C)c1C | 2 | -1 | x | -5 | 0 | 0.2 | -3 | -27
CCCC#Cc1ccc([C@H]2[C@@H](CO)N3C(=O)CN(C(=O)c4ccccn4)C[C@@H]23)cc1 | 11 | -1 | x | 7 | 1 | 0.4 | 1 | x
O=C(Nc1cccc(Cl)c1)N1C[C@@H]2[C@H](c3ccccc31)[C@@H](CO)N2CC1CCOCC1 | 0 | 3 | -13 | -9 | 2 | 0.2 | -2 | -18
CS(=O)(=O)c1cccc(C(=O)Nc2ccc(S(=O)(=O)N3CCCCC3)cc2)c1 | -7 | -4 | -1 | 9 | -4 | 0.1 | 2 | 7
Cc1cc(C)c(S(=O)(=O)N2CCCOC2CNC(=O)C(=O)NCc2cccnc2)c(C)c1 (centres undefined) | x | -1 | x | 0 | 9 | 0.2 | 0 | x
Cc1ccc(C)c(NC(=O)CN(C)C(=O)c2cccc(-n3cccc3)c2)c1 | x | 2 | 8 | -13 | 7 | 0.0 | -3 | 4
COc1ccc(-c2ccc3c(c2)c(C#Cc2ccsc2)c(-c2cc(OC)cc(OC)c2)n3C)cc1 | x | -5 | 3 | -7 | -11 | 0.0 | -1 | 1
COc1ccc(Cl)cc1C(=O)NNC(=O)c1cc2ccccc2o1 | 2 | -6 | -1 | -6 | -3 | 0.3 | 1 | -7

An excerpt, so the mix of outcomes need not match the whole.
